Compound activity from PubChem BioAssay.
EBV gp42 inh: inhibitors of Epstein-Barr virus glycoprotein 42. Q1HVG2. Fluorescence polarization binding assay, mP read-out. inhibition, % (tested at 21.74 µM). hit rate 0.42% among 220,000. AID 1085; in the data active = inhibition above about 50%
Furin inhibitor: human furin inhibition. hit rate 0.061% among 220,000. purified furin, fluorogenic substrate cleavage. inhibition, % at 30 µM. AID 463115. P09958; in the data active = inhibition above about 25%; note: inactives centre near -15
Calpain2 inh: calpain II (pig) inhibition. hit rate 0.37% among 220,000. purified calpain II, fluorogenic peptide substrate, 30 min. AID 1236. inhibition, % at 16 µM;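 active = inhibition above about 50%, limit read from the data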
thrombin 1536: blocks human thrombin protease activity; hit rate 0.26% among 220,000; alpha-thrombin, Boc-VPR-AMC fluorogenic substrate cleavage; P00734; AID 1046; inhibition, % at 5 µM;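 active = inhibition at or above 40%; inactive = inhibition below 40%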;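 note: 0% = enzyme with no compound and 100% = wells without enzyme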
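Material: Human alpha-thrombin protein | Buffer or medium: pH 7.5 Tris-saline with Tween 20 | Reagent: Boc-VPR-AMC substrate, 15 µM final | Schedule: Reaction at ambient temperature | Detection: AMC fluorescence at 355 nm excitation and 460 nm emission | Evaluation: Percent inhibition scaled between no-compound controls and no-enzyme blanks | Controls: no-compound enzyme wells and no-enzyme blanks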
PPC-1+TRAIL kill: PPC-1 cancer cell killing with TRAIL present | cell killing (% activity), % at 4 µM | hit rate 0.41% among 220,000 | PPC-1 cells + TRAIL, ATPLite viability luminescence | AID 1443;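 active = cell killing above 50% in the first pass at 4 µM, then a duplicate retest at 5 µM averaging 50% or more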;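 note: plate controls were cells with TRAIL plus DMSO for no effect and medium-only wells lacking cells for full effect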
TRPML3 ag: agonists of human TRPML3 channel; Q8TDD5; HEK293 TRPML3-YFP, Fluo-8 calcium fluorescence; 100% = the carbachol control signal; activation, % at 3 µM; hit rate 0.29% among 220,000;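 active = activation above its plate's cutoff, the mean activation of the plate's test wells plus 3 SD, cut at about 12% in these data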;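 note: 0% = DMSO only wells and 100% = carbachol wells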
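Material: HEK293 cells stably carrying human TRPML3-YFP; compound dosing: single dose, 3 µM final nominal compound, 0.3% DMSO final; incubation: 1-h 37 °C dye load, 5-s basal, 120-s post-compound reads; technique: Fluo-8 intracellular calcium fluorescence, excitation 470-495 nm, emission 515-575 nm; read-out basis: percent activation from peak-to-basal fluorescence ratio, scaled between DMSO and carbachol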
TRPN1 ag: zebrafish TRPN1 (NompC) channel agonism | hit rate 0.18% among 220,000 | AID 1424 | HEK293 zebrafish TRPN1-YFP, Fluo-8 calcium fluorescence; 100% = response to 87 µM carbachol | activation, % at 3 µM;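 active = activation above its plate's cutoff, the mean activation of test wells on that plate plus 3 SD, cut at about 19% in these data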;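 note: 0% = DMSO alone and 100% = 87 µM carbachol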
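Material – zebrafish TRPN1-YFP in HEK293 cells · Doses – 3 µM single point · Schedule – dye 1 h 37 °C plus 30 min RT · Signal – Fluo-8 calcium fluorescence, excitation 470-495 nm, emission 515-575 nm · Read-out – % activation versus carbachol response · Control set – carbachol high, DMSO low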
Tb hexokinase: T. brucei hexokinase 1 inhibition; recombinant TbHK1, G6PDH-coupled NADH A340; inhibition, % at 10 µM; AID 1430; hit rate 0.11% among 220,000;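 active = inhibition of 50% or more in the single-dose primary screen; inactive = inhibition below 50%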
KCC2 mod: modulates chloride dependent transport by human KCC2; hit rate 2.2% among 190,000; AID 1456; B-score of Tl+ flux slope (higher = more flux/activation; lower = inhibition) at 10 µM; Q9H2X9; KCC2 cells, thallium flux FluoZin-2 fluorescence;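 active = thallium flux slope and its plate-corrected score both differing from the plate sample mean at a set confidence after two filtering rounds, in either direction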;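 note: slope of fluorescence scaled to starting intensity during 10 to 20 s after thallium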
Target sequence (Q9H2X9 whole entry, looked up): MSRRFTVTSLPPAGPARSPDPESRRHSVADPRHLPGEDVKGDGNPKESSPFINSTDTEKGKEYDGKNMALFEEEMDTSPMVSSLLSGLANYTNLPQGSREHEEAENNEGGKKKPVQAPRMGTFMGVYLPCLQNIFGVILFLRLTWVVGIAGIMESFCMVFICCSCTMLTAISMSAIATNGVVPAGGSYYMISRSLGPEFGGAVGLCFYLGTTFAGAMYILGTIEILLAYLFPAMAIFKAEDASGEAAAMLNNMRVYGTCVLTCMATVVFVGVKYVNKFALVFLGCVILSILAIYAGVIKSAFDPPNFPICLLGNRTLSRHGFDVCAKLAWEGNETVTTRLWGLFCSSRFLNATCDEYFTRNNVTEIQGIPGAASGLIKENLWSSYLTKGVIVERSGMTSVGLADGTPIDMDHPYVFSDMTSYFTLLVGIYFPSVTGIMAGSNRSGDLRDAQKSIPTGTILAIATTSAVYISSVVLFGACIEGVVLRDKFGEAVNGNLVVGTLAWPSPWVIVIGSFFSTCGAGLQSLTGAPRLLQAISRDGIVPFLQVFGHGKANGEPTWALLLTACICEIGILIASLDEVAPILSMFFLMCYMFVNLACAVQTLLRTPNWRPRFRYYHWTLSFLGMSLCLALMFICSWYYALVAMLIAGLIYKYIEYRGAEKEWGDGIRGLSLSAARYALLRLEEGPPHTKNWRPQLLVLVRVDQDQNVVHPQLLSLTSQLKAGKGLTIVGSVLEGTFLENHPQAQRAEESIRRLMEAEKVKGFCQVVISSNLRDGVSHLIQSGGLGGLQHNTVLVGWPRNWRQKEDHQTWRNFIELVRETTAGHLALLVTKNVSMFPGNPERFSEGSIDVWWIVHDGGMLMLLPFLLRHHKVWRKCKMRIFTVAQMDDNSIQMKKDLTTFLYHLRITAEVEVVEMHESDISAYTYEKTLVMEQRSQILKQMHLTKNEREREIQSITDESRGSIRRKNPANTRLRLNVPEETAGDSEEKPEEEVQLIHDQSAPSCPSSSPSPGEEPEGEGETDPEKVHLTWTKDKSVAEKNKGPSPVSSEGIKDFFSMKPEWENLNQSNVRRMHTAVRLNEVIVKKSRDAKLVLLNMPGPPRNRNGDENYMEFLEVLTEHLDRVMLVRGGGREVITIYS
Numbers without * were called inactive; . = not tested or not shown; [ ] = another dose, or the depositor's remark.

SMILES	EBV gp42 inh	Furin inhibitor	Calpain2 inh	thrombin 1536	PPC-1+TRAIL kill	TRPML3 ag	TRPN1 ag	Tb hexokinase	KCC2 mod
Cc1ccc(CC2CC(=O)N(c3ccncc3)C2=O)cc1 (centres undefined)	9	-17	-8	-4	-4	0.5	0.7	5	-0.024
COc1ccc(NS(=O)(=O)c2ccc3nc(COc4ccc(Cl)c(C)c4)[nH]c3c2)cc1	-9	-13	21	-7	12	0.4	0.5	2	2.5
Cc1cc(S(=O)(=O)NCC(C)C)ccc1OCC(=O)NCc1ccco1	6	-14	5	-8	12	0.7	-0.3	4	0.4
CCN(CC)c1ncnc2c1[nH]c1ccccc12	-4	-10[20 µM]	-11	0	2	0.6	-0.6	-23	-0.013
O=C(c1sc2ccccc2c1Cl)N1CCN(c2ccccc2F)CC1	-10	-14	19	-5	7	-0.3	-2.3	11	0.54
Cc1ccnc(Nc2nc3ccccc3s2)n1	3	-21	-4	0	26	1.0	1.9	1	-0.012
O=C(OCc1c(Cl)nc2sccn12)c1cc2c(s1)CCCC2	-2	-27	4	-2	3	0.8	1.6	3	-0.092
Cc1[nH]nc(-c2ccc(O)cc2O)c1-c1nc2ccccc2s1	20	-13	-13	-3	.	0.9	2.3	1	-0.035
Cn1c(=O)cc(OCC(=O)NCCc2ccc(Cl)cc2)c2ccccc21	1	-24	9	1	18	0.3	-0.7	-1	-1.2
CC(=O)Nc1ccc(NC(=O)CSc2ccc([N+](=O)[O-])cn2)cc1	-15	-13	9	6	-9	0.2	2.2	-34	-0.7

Complete entries from above. Order of screens: EBV gp42 inh	Furin inhibitor	Calpain2 inh	thrombin 1536	PPC-1+TRAIL kill	TRPML3 ag	TRPN1 ag	Tb hexokinase	KCC2 mod
`Cc1cc(S(=O)(=O)NCC(C)C)ccc1OCC(=O)NCc1ccco1` is entered as 6	-14	5	-8	12	0.7	-0.3	4	0.4
`O=C(OCc1c(Cl)nc2sccn12)c1cc2c(s1)CCCC2` is entered as -2	-27	4	-2	3	0.8	1.6	3	-0.092
`Cn1c(=O)cc(OCC(=O)NCCc2ccc(Cl)cc2)c2ccccc21` is entered as 1	-24	9	1	18	0.3	-0.7	-1	-1.2

Carrying on:
SMILES	EBV gp42 inh	Furin inhibitor	Calpain2 inh	thrombin 1536	PPC-1+TRAIL kill	TRPML3 ag	TRPN1 ag	Tb hexokinase	KCC2 mod
Cc1cc(C)nc(N2CCCC(C(=O)Nc3cc(F)ccc3C)C2)n1 (centres undefined)	-11	-20	-14	-6	-1	-0.7	-0.6	0	.
CCOc1cc(/C=N/OC(C)=O)ccc1OCc1ccccc1	-4	-15	-8	0	-8	-0.4	-1.0	1	-1.2
CCCCN1C(=O)C2C(C(=O)Nc3cccc(OC)c3)C3C=CC2(O3)C1C(=O)NC1CCCCC1C (centres undefined)	-10	-17[20 µM]	3	-4	7	-0.9	0.5	1	-0.83
CCN(CC)S(=O)(=O)c1cc(C)c(C)cc1Br	13	-19[20 µM]	24	-3	24	7.5	-1.4	6	.
Cc1[nH]c2ccccc2c1/C=N/Nc1cccc(C(=O)O)c1	-10	-25	-24	3	-19	0.4	-1.2	-8	-0.16
COC(=O)c1cc(C(=O)OC)n(Cc2ccc(Cl)cc2Cl)n1	-13	-6[20 µM]	-10	3	22	-0.4	-1.9	-2	-1.1
Cc1ccccc1OCC1Cn2c(nc3c2c(=O)[nH]c(=O)n3C)O1 (centres undefined)	-2	-19	12	-5	26	1.0	1.3	0	1.1
Cc1cc(NC(=O)Cc2ccccc2)c2ccccc2n1	-11	-23	7	2	14	4.1	9.1	3	-1.2
CCOC(=O)C1=C(N)c2ccccc2CC1C1CCCC1 (centres undefined)	-20	-6	10	-3	6	0.2	0.4	-15	-0.69
CCn1c(SCC(=O)NCc2ccco2)nnc1-c1ccncc1	-1	-15	-45	-11	26	1.0	0.4	-4	1.1
CCC(Sc1ccccn1)C(=O)Nc1nnc(C)s1 (centres undefined)	-10	-17[20 µM]	16	-2	23	0.5	2.3	-3	0.45
Cc1nc2ccc(NC(=O)c3cc([N+](=O)[O-])cc([N+](=O)[O-])c3Cl)cc2s1	-3	-11	-27	-5	26	1.7	4.8	3	-1.3
COC(=O)c1cccc(Nc2ncnc3sccc23)c1	-18	-21	-6	-2	8	2.7	0.7	-6	-0.39
O/N=C(/CCc1ccccc1)C1(O)CCCCC1	-6	-10[20 µM]	-18	3	-15	-0.1	-0.9	-1	-1.9
COc1ccccc1CNc1ncnc2c1cnn2-c1ccccc1	-16	-27	-7	-3	13	.	.	-6	-0.18
O=C(CCl)N(Cc1cccc([N+](=O)[O-])c1)c1cccc(Cl)c1	-4	-11	-22	-9	-14	0.1	-0.8	-7	-0.45
CC1S/C(=N/N=C/c2ccco2)N(Cc2ccccc2)C1=O (centres undefined)	-11	-1	16	-5	-1	-0.8	0.8	-35	.
CC(/C=C/c1ccccc1)=N\NC(=O)CNC(=O)c1ccccc1Cl	-6	-26	8	-4	27	0.2	-0.9	-4	-0.62
CC1CCN(CC(=O)N2CCCc3c2c(=O)oc2ccc(OCc4ccccc4)cc32)CC1	-8	-23[20 µM]	-70	2	12	1.2	-1.1	-28	.
CCOC(=O)C1CCCN(S(=O)(=O)c2cc(OCC(=O)NC3CCCCC3)c(C)cc2Cl)C1 (centres undefined)	2	-4[20 µM]	36	13	-18	0.9	2.2	2	0.13
O=C(NCc1ccccn1)c1ccc(NC(=O)c2ccco2)cc1	-18	-15[20 µM]	5	-4	19	1.1	0.2	-4	0.87
CC1CCCCC1NC(=O)NC(=O)CCl (centres undefined)	-1	-23	16	-3	20	0.5	-1.2	1	-0.085
CCC(=O)Nc1nc(C)c(C(=O)NC2CCCCC2)s1	-4	-19[20 µM]	-11	-3	-9	-0.3	-0.7	-9	0.19
CCCn1c(C)cc(/C=C(\C#N)C(=O)OCC(=O)Nc2ccc(OC)c(Cl)c2)c1C	-34	-16	-102	-10	10	0.9	-1.4	-15	0.07
S=C(Nc1ccccc1)N1CCOCC1	-8	-31	-25	-5	-19	0.1	0.8	3	1.5
CN(C)CCn1c(=N)n(CC(O)c2ccc(Cl)c(Cl)c2)c2ccccc21 (centres undefined)	-9	-27	-9	-3	39	1.3	-0.6	6	.
O=C(CN1CCCCC1)Nc1cc(Cl)ccc1Cl	-16	-23	7	1	-7	0.3	1.6	2	.
COc1ccc(OC)c(NC(=O)CCn2cccc2)c1	-2	-11	-28	-6	-7	-0.4	0.2	-2	.
CN(Cc1ccccc1)C(=S)Nc1ccc(OC(F)F)cc1	-12	-18	-4	-11	-2	-0.2	-1.2	1	-0.58
CSc1nnc2n(C)c3c(c(=O)n12)C1(CCCC1)Cc1ccccc1-3	-8	-15	-55	-6	13	-0.5	0.8	-20	.
CCCCCCC(=O)Nc1nc(C)c(-c2csc(Nc3cc(Cl)ccc3OC)n2)s1	-7	-18[20 µM]	-42	-8	8	0.8	0.7	-19	-0.032
CCOC(=O)CNC(=O)c1sc(NC(=O)/C=C/c2ccccc2)nc1C	-9	-19	-122	2	-13	1.0	1.3	-33	0.58
CCOC(=O)Cc1nc2ccccc2o1	-16	-23	-3	-5	10	-0.1	0.5	-2	0.44
Cc1cccn2c(=O)c(/C=N/O)c(N3CCCCC3)nc12	-28	-13	13	-2	7	-0.1	0.7	-11	-1.7
CCOC(=O)C1=C(C)N[C@@]2(O)c3ccccc3C(=O)[C@@]12O	-14	-22[20 µM]	11	11	9	0.3	-0.4	-7	-0.38
CCOc1ccccc1NC(=O)COn1nnc2ccccc21	-15	-14[20 µM]	3	-2	13	0.3	-0.4	-1	.
COc1ccc(OC(=O)CN2C(=O)C3C4CCC(C4)C3C2=O)cc1 (centres undefined)	-3	-23	11	-10	17	0.2	1.2	11	1.6
CCOc1ccccc1NC(=O)C1C2C=CC(C2)C1C(=O)O (centres undefined)	0	-35[20 µM]	6	3	17	-0.2	-0.3	-2	.
CCCOc1ccc(NC(=O)C2CC(=O)N(C(C)C)C2)cc1 (centres undefined)	-2	-22	9	0	6	0.7	-0.4	1	-0.59
CC1(C)Cc2nc(-c3ccccc3)nc(SCC(O)CO)c2CO1 (centres undefined)	-4	-22	23	-1	12	0.6	-1.1	-6	1
O=C(Nc1ccc(C(=O)NC2CCCCC2)cc1)c1cccnc1	-1	-21	20	-7	-2	0.6	0.9	3	0.87
CN(C(=O)c1ccccc1C(=O)c1ccccc1)C1CCS(=O)(=O)C1 (centres undefined)	0	-9	-6	-8	11	-0.3	0.4	5	.
CC(=O)c1cc(C#N)c(N2CCCCC2)nc1C	0	-12	-10	-2	9	1.0	1.6	-30	0.64
Cc1ccc(-c2n[nH]c(=S)n2C)cc1Cl	10	-21	16	-5	22	-0.3	0.1	-2	1.9
O=C(NCc1ccc2c(c1)OCO2)c1ccc(Cl)nc1	-20	-18	-11	-3	2	0.4	0.2	-4	0.51
Cc1n[nH]c(=S)n1-c1cccc(Cl)c1	-29	-7	-2	1	32	0.9	0.9	3	1.5
O=C(COC(=O)c1cc2c(s1)CCCC2)NCc1ccccc1Cl	-4	-20	-4	-9	7	-0.1	0.0	-6	-0.013
Cc1sc2nc(C(C)Nc3ccccc3N3CCOCC3)[nH]c(=O)c2c1C (centres undefined)	-17	-4	-99	5	12	-0.9	-1.3	-17	.
O=c1/c(=C/c2ccco2)sc2n1CN(c1cccc(Br)c1)CN=2	-30	-14[20 µM]	-4	-5	-19	0.5	1.1	-25	-0.0037
COCCn1c(C)cc(C(=O)CSc2cc(C)c3ccccc3n2)c1C	6	0	30	-6	14	1.0	0.1	-3	0.14

Brought forward from above: 2 compounds, followed by the next part.
SMILES	EBV gp42 inh	Furin inhibitor	Calpain2 inh	thrombin 1536	PPC-1+TRAIL kill	TRPML3 ag	TRPN1 ag	Tb hexokinase	KCC2 mod
O=c1/c(=C/c2ccco2)sc2n1CN(c1cccc(Br)c1)CN=2	-30	-14[20 µM]	-4	-5	-19	0.5	1.1	-25	-0.0037
COCCn1c(C)cc(C(=O)CSc2cc(C)c3ccccc3n2)c1C	6	0	30	-6	14	1.0	0.1	-3	0.14
Cc1cccc(N(NC(=O)C(C)(C)O)C(=O)c2ccccc2)c1	-10	-11[20 µM]	7	-5	-16	0.0	0.5	1	.
CCC1(C)NC(=O)N(/N=C/c2cc(OC)c(O)c(OC)c2)C1=O (centres undefined)	-13	-24	-30	-15	-9	1.3	0.4	-26	0.62
CC(=O)Nc1nc2ccc(Br)cc2s1	-2	-10	16	-1	14	1.9	5.1	14	-1.6
CCOc1cc(Br)c(/C=C2/C(=O)N(C)C(=S)N2CC(=O)OC)cc1OC	-6	-11	-129	0	.	0.3	-0.5	-24	-0.019
Nc1[nH]c(N=NC(=O)c2ccccc2O)c2ccccc12	-19	-3	11	0	46	-0.2	1.0	-29	1.1
Oc1ccc(N=C/C=C/c2ccc(Br)cc2)cc1-c1nc2ccccc2s1	1	-11	-32	-5	15	1.1	0.6	1	0.28
Cc1onc(-c2c(Cl)cccc2Cl)c1C(=O)NNc1ccccc1	-17	-14	8	-6	6	0.3	-1.1	-1	-0.3
C=CCc1cccc2cc(C(=O)Nc3ccc(CC(=O)O)cc3)c(=O)oc12	-10	-10	15	4	-1	-1.1	-0.3	-12	-0.77
